Source: PubChem BioAssay
ELG1 repair inh: ELG1-dependent DNA repair inhibition. actives 2.3% (n = 330,000). Potency, µM (top dose mostly 46.1 µM), for inactives: at the top dose activity change, negative = inhibition, most hits filed as inhibitors. HEK293T ELG1-luciferase reporter, luminescence, 16 h; DNA damage induced by 5-fluorouridine; note: potency is the fitted concentration of half-maximal effect; % is set by controls: 0 for no effect and ±100 for the full control effect; nearly all actives have a fitted effect of over 55% in size
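Overnight (16 hr) co-exposure of 2,000 cells/well to 5-fluorouridine and compound at 37 °C preceded detection. Luciferase was quantified via ONE-Glo luminescence; loss of signal denotes inhibition.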
USP2a block: blocks human ubiquitin-specific protease USP2a; O75604; actives 0.01% (n = 330,000); Potency, µM (top dose mostly 38.3 µM), for the others: top-dose activity change, negative = inhibition, hits mostly inhibitors; USP2 core, Ub-CHOP2 coupled fluorogenic reporter, 485/531;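 note: potency is the fitted concentration of half-maximal effect; plate controls were DMSO wells for no effect and full inhibition by NEM control for full effect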
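Cell-free coupled assay: 10nM USP2 core preincubated 30min RT with compound in Tris-HCl pH 8.0/CaCl2/CHAPS buffer, then 25nM Ub-CHOP2 and 25nM reporter substrate; fluorescence (Ex 485/Em 531) read after 60min RT, normalized to NEM inhibition, concentration-response curves fitted.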
KCNH2 WT inh: blocks the wildtype human KCNH2 potassium channel; Q12809; U2OS, BacMam KCNH2, thallium flux FluxOr; hits give low values; activity change, % at 1.84 µM; actives 0.37% (n = 340,000);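 active = maximum activity change below -70%; inconclusive = maximum activity change between -70% and -50%; inactive = maximum activity change above -50%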; note: % is set by controls: 0 for no effect and ±100 for the full control effect
Target sequence (Q12809 whole entry, looked up): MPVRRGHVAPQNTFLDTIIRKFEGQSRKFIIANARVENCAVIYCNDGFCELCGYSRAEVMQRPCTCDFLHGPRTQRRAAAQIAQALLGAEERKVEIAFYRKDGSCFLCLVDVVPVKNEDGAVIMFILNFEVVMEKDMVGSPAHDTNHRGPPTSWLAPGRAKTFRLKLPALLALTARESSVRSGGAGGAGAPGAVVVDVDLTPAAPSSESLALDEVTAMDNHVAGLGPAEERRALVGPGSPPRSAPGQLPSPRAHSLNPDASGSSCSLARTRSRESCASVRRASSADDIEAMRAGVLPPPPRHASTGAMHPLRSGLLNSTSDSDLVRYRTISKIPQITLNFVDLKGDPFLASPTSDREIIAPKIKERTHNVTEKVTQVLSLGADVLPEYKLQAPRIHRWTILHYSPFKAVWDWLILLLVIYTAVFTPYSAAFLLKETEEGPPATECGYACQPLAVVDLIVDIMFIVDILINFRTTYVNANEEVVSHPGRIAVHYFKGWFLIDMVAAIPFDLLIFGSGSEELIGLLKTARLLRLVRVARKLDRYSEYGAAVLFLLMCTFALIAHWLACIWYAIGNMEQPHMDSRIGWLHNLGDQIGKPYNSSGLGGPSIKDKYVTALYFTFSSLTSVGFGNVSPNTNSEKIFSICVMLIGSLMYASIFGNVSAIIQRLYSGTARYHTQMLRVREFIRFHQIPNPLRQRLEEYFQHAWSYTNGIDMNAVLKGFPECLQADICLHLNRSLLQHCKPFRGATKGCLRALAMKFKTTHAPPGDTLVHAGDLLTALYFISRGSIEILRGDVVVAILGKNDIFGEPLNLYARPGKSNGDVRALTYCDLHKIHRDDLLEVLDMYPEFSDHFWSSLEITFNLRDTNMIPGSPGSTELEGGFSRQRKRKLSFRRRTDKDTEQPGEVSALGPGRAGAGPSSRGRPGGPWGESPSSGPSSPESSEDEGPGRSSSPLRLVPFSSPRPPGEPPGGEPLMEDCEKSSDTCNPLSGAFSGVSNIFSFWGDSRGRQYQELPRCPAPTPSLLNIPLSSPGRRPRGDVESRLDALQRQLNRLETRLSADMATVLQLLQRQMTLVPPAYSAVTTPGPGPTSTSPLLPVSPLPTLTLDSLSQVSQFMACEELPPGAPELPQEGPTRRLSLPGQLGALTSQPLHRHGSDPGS
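U2OS cells transduced with wild-type KCNH2 virus are loaded with FluxOr dye for 45 min, and thallium flux is measured in kinetic reads before and after stimulation buffer. Rate constants are normalized to DMSO controls.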
TSHR antag: antagonists of human thyroid stimulating hormone receptor; P16473; TSHR-expressing cells, TSH-stimulated cAMP HTRF, 2 h; hits give low values; activity change, negative = inhibition, % at 11.5 µM; actives 0.2% (n = 330,000); AID 504810;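 active = activity change below a set negative limit, meaning inhibition stronger than a set level, cut at about -70% in these data; inconclusive = activity change between two set negative limits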; note: % is set by controls: 0 for no effect and ±100 for the full control effect
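TSHR-expressing cells, 200/well, pre-treated with compound, then stimulated with EC80 TSH (4nM final) for 2 hours at 37 deg C. cAMP measured by competitive HTRF: anti-cAMP cryptate antibody in lysis buffer plus cAMP-d2, read after 30 minutes at room temperature.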
TRPV1 ag: agonists of human vanilloid receptor 1 (TRPV1). TRPV1-expressing cells, Fluo-8 calcium influx, agonist mode. activation, % at 8.33 µM. actives 0.19% (n = 320,000); in the data active = activation above about 80%; inconclusive = between about 30% and that limit; note: 0% is about no effect
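Cells expressing TRPV1 were dye-loaded with Fluo-8 and read kinetically: 10 s baseline, 3 min after compound (agonist portion), then 2 min after EC20 capsaicin (allosteric enhancer portion). Calcium-bound dye fluorescence at 480/520 nm.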
TCR act: activates T cell receptor signaling | primary human leukocytes, anti-CD3, IL-2 HTRF, 48 h | Potency, µM (doses to about 9.22 µM), for inactives: top-dose activation of IL-2 secretion, hits mostly activators | 330,000 tested, under 10 active | AID 504894; note: % of control where 0% means no effect
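Human primary leukocytes + a-CD3 beads + cpd, 48 hr; IL-2 in supernatant by HTRF (ex 320nm / em 665nm). No co-stimulatory signal supplied.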
AT treatment: potential ataxia-telangiectasia treatment | […] A-T fibroblasts, KAP-1 phosphorylation AlphaLISA; neocarzinostatin DNA damage 30 min before lysis | Potency, µM (doses to about 57.5 µM), for inactives: at the top dose activation, hits mostly activators | actives 0.19% (n = 320,000); note: potency is the fitted concentration of half-maximal effect; % of control where 0% means no effect; nearly all actives have a fitted effect of over 45% in size
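ATM-like activity read as KAP-1 phosphorylation via AlphaLISA donor/acceptor antibody pairs after lysis and 6 hr at 25C. Cells were ATM-null patient fibroblasts ([…], hTERT), dosed 60 min, then exposed to the DSB inducer NCS for 30 min.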
Eya2 phos inh: inhibitors of human Eya2 phosphatase activity; O00167; recombinant Eya2, OMFP fluorescence dephosphorylation (OMFP is methylfluorescein phosphate); Potency, µM (series often up to 76.9 µM), without a hit: top-dose activity, negative = inhibition, actives largely listed as inhibitors; actives 0.006% (n = 330,000); AID 488837; note: potency is the fitted concentration of half-maximal effect; % is set by controls: 0 for no effect and ±100 for the full control effect
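Eya2 protein (added as 0.2 uM solution) was preincubated with compound for 10 min at ambient temperature in 50 mM HEPES pH 7.5, 50 mM NaCl, 5 uM MgCl2, 0.05% BSA, 1 mM DTT. OMFP (added at 50 uM) then reacted 10 min; fluorescence read at 485/525 nm.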
KCNH2 3.1 inh: blocks the human KCNH2 3.1 channel isoform; activity change, % (tested at about 1.8 µM); actives 0.95% (n = 340,000); U2OS KCNH2 3.1, thallium flux FluxOr; hits give low values;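 active = maximum activity change below -70%; inconclusive = maximum activity change from -70% to -50%; inactive = maximum activity change above -50%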;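 note: thallium influx rate constant from kinetic fluorescence after stimulation buffer; % is set by controls: 0 for no effect and ±100 for the full control effect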
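Measured as rate of thallium-driven FluxOr signal in transduced U2OS cells carrying the 3.1 channel, read kinetically for 2 min upon stimulation; values are rate constants scaled to DMSO control wells.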
Mito fusion act: inhibitors of mitochondrial division or activators of mitochondrial fusion; Potency, µM (doses to about 46.1 µM), without a hit: top-dose growth rescue (activation), most hits filed as activators; actives 0.23% (n = 320,000); AID 485298; S. cerevisiae fusion-defective mutant growth rescue, CellTiterGlo 48 h;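 note: potency is the fitted concentration of half-maximal effect; % of control where 0% means no effect; nearly all actives have a fitted effect of over 45% in size; temperature-sensitive fusion mutants such as fzo1-1 at 37 °C on non-fermentable ethanol glycerol medium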
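S. cerevisiae fusion-defective temperature-sensitive mutants (e.g. fzo1-1, mgm1-5) grown 48 h at 37C in YPEG (ethanol/glycerol non-fermentable) medium with 23 nl compound per well; growth rescue read as CellTiterGlo luminescence.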
An asterisk follows results filed as active; ? = inconclusive; . = not tested or not shown; [ ] = another dose, or the depositor's remark. Unless noted, calls come from the whole dose curve; as a rule, active = well fitted curve in the direction sought with a large enough effect; inconclusive = small, poorly fitted or top-dose-only effect, or another doubt; inactive = no such curve, though single readings can be large; an effect the other way counts as inactive or inconclusive.

Each structure is followed by: Eya2 phos inh	TRPV1 ag	TSHR antag	AT treatment	KCNH2 3.1 inh	Mito fusion act	KCNH2 WT inh	USP2a block	TCR act	ELG1 repair inh
CCc1cccc(NC(=O)CC2Oc3ccccc3NC2=O)c1 (stereo not drawn)
 : 4%	7	-3	-2%	-6	-4%	15	1%	3%	0%
CCN(CC)S(=O)(=O)c1cc([N+](=O)[O-])ccc1NNC(=O)Nc1ccccc1
 : 1%	3	11	-1%	3	0%	-1	2%	.	11%
COc1ccc(N2CCN(C(=O)c3ccccc3NC(=O)c3ccccc3)CC2)cc1
 : 11%	-2	-9	5%	1	-1%	7	-1%	5%	1%
O=C(Oc1coc(CSc2ncccn2)cc1=O)c1ccco1
 : 2%	-1	14	-3%	13	-1%	3	1%	2%	8%
O=C(CSc1nc2c(c(=O)[nH]1)CCCC2)Nc1ccc(Cl)cc1F
 : -14%	1	-5	-4%	-8	-2%	6	-1%	4%	-14%
Cc1nn(Cc2ccc(Cl)cc2)c(C)c1NC(=O)CSc1n[nH]c(C)c1[N+](=O)[O-]
 : -7%	-2	-1	3%	2	-3%	15	4%	4%[46.1 µM]	?
O=c1c(O[C@@H]2O[C@H](CO)[C@H](O)[C@H](O)[C@H]2O)c(-c2ccc(O)c(O)c2)oc2cc(O)cc(O)c12
 : 1%	-2	5	.	.	-5%	.	12%	.	.
CC(=NC(C)C)C1=C(O)CCC1=O
 : 10%	0	-4	11%	4	5%	-3	0%	-5%	2%
CCNc1ccc(Br)cc(C(=O)/C=C/c2ccc(Cl)cc2Cl)c1=O
 : 6%	3	-23	9%	15	14%	4	1%	1%[46.1 µM]	?
CC(C)Nc1nnc(SCC(=O)N2CCN(C(=O)c3ccco3)CC2)s1
 : 1%	-6	31	1%	-7	3%	0	-1%	-7%	18%
CC(C)NC(=O)c1ccc2c(c1)S(=O)(=O)c1ccccc1C2=O
 : 14%	2	-6	-3%	-22	0%	0	8%	4%	-13%
COc1ccc(OC)c(C2CC(=O)N3CN(c4ccccc4F)CSC3=C2C#N)c1 (stereo not drawn)
 : 0%	0	-3	-18%	0	5%	1	-1%	7%	9%
COCN(C#N)c1nc(N(C)C)nc(N(C)C)n1
 : 7%	2	-8	1%	-10	3%	12	2%	-6%	12%
COc1ccc(S(=O)(=O)N(CC(=O)NCCCN(C)C)c2ccc(C)cc2)cc1OC
 : -9%	0	9	5%	-23	0%	11	2%	2%	16%
Cc1sc(NC(=O)C2C3C=CC(C3)C2C(=O)O)c(C(N)=O)c1-c1ccc(C(C)C)cc1 (stereo not drawn)
 : 5%	-1	2	-11%	-11	1%	3	6%	0%[46.1 µM]	1%
CCOC(=O)C1(Cc2cccc(OC)c2)CCN(Cc2ccon2)CC1
 : ?	12	7	-38%	15	1%	0	-1%	1%	-8%
CC(C)c1ccc(N(C(=O)c2snc(C(N)=O)c2N)C(C(=O)NC2CCCC2)c2ccncc2)cc1 (stereo not drawn)
 : -4%	17	13	2%	-2	-3%	6	1%	-3%	-3%
CCCCC1=CC2=C(c3ccco3)C(=O)C(C)(OC(=O)c3ccc(OC)cc3)C(=O)C2=CN1CCN1CCOCC1 (stereo not drawn)
 : -27%	-5	-3	-23%	12	8%	-11	-3%	-13%	6%
COc1ccc(/C=N/NC(=S)N[C@H]2CC3CCC2C3)cc1 (stereo partly drawn)
 : -3%	1	-7	1%	3	-6%	-3	0%	2%	7%
O=C(NCC1CCCO1)C(c1ccc(F)cc1)N(Cc1ccc2c(c1)OCO2)C(=O)c1ccc(CN2CCOCC2)o1 (stereo not drawn)
 : 6%	-1	5	3%	6	-3%	0	6%	-4%	-10%
O=C(CC1Oc2ccccc2NC1=O)NCc1ccc(Cl)cc1 (stereo not drawn)
 : 11%	-2	5	-4%	9	2%	0	?	2%	-1%
O=C(NCc1ccccc1)C12CN(Cc3ccccc3)CC1C(c1ccc([N+](=O)[O-])cc1)=NO2 (stereo not drawn)
 : -8%	2	-6	-3%	-77*	8%	7	-1%	2%	?
O=C(c1cc2cc(Cl)ccc2[nH]1)N1CCN(C(=O)c2ccco2)CC1
 : -6%	26	-8	-4%	-15	-3%	4	2%	6%	17%
O=c1c2ccccc2nc(N/N=C/c2ccccc2)n1O
 : -4%	5	-6	-10%	1	1%	-2	-1%	0%	?
COc1ccc(NS(=O)(=O)c2ccc(S(=O)(=O)N3CCCC3)cc2)cc1Cl
 : -21%	?	13	-5%	-6	0%	-3	5%	-2%	-19%
CCOc1ccc(CC(=O)Nc2c(C(N)=O)oc3ccc(Br)cc23)cc1OCC
 : 23%	.	-13	4%	-5	-3%	-6	4%	-6%	?
O=C(CSc1ccc(-c2ccc(F)cc2)nn1)NC1CCCCC1
 : -1%	4	2	5%	-19	-3%	0	-1%	13%	-22%
Cc1ccc(CNC(=O)C(=O)NCC2OCCN2C(=O)c2ccc(Cl)cc2)cc1 (stereo not drawn)
 : 2%	14	5	5%	5	-4%	0	-3%	0%	3%
O=C(Nc1ccncc1)C1COc2ccccc2O1 (stereo not drawn)
 : -36%	?	-1	7%	-3	-2%	-3	2%	2%	-3%
O=c1[nH]c(NCCO)nc2c1C1(CCCCC1)Cc1ccccc1-2
 : 2%	21	-20	13%	-2	-14%	1	2%	-2%	0%

One compound at a time, as listed above:
COc1ccc(S(=O)(=O)N(CC(=O)NCCCN(C)C)c2ccc(C)cc2)cc1OC in the list: Eya2 phos inh: -9%; TRPV1 ag: 0; TSHR antag: 9; AT treatment: 5%; KCNH2 3.1 inh: -23; Mito fusion act: 0%; KCNH2 WT inh: 11; USP2a block: 2%; TCR act: 2%; ELG1 repair inh: 16%
O=C(CC1Oc2ccccc2NC1=O)NCc1ccc(Cl)cc1 (stereo not drawn) in the list: Eya2 phos inh: 11%; TRPV1 ag: -2; TSHR antag: 5; AT treatment: -4%; KCNH2 3.1 inh: 9; Mito fusion act: 2%; KCNH2 WT inh: 0; USP2a block: ?; TCR act: 2%; ELG1 repair inh: -1%

(next part)
Each structure is followed by: Eya2 phos inh	TRPV1 ag	TSHR antag	AT treatment	KCNH2 3.1 inh	Mito fusion act	KCNH2 WT inh	USP2a block	TCR act	ELG1 repair inh
O=C(Nc1cc(S(=O)(=O)N2CCOCC2)ccc1O)c1ccc2c(c1)S(=O)(=O)c1ccccc1C2=O
 : 0%	6	-6	-5%	-2	15%	10	-1%	2%	-8%
COc1ccc(CN2C(=O)COc3ccccc32)cc1
 : -12%	-2	10	19%	-1	4%	-4	1%	3%	8%
COC1=CC(=O)OC12CCCCC2
 : 16%	2	6	1%	3	-2%	1	1%	-3%	11%
C(=N\Nc1ccc2ccccc2n1)/c1ccc2c(c1)OCO2
 : -3%	22	16	-3%	-18	-14%	0	-3%	-10%	?
CN(CC(=O)O)C(=O)c1ccccc1
 : -11%	.	-5	4%	2	.	-8	2%	1%	14%
COc1ccccc1CN1C(=NC(=O)CCC2CCCC2)SC2CS(=O)(=O)CC21 (stereo not drawn)
 : 2%	2	-13	-8%	-18	4%	22	2%	-7%	16%
O=C(CSc1nc2cc(Cl)ccc2o1)N1CCOCC1
 : -19%	?	6	8%	11	-1%	6	-1%	6%	16%
Cc1ccc2cc(C(c3nnnn3Cc3ccccc3)N3CCc4ccccc43)c(=O)[nH]c2c1 (stereo not drawn)
 : -38%	0	1	-1%	-24	0%	-22	1%	.	-6%
O=C(N/N=C/c1cc2c(cc1Cl)OCO2)c1cccc(Br)c1
 : 2%	24	11	5%	-20	-1%	3	1%	-3%	0%
COC(=O)c1cc(=O)c2cccc(OC)c2[nH]1
 : -2%	1	-7	-2%	-15	4%	-1	3%	-15%	-1%
Cc1cccc(OCc2nnc(SCC(=O)Nc3ccc(C)c(Cl)c3)o2)c1
 : -3%	1	-1	20%	6	1%	-5	-6%	.	0%
c1ccc(CCNc2ncnc3scc(C4COc5ccccc5O4)c23)cc1 (stereo not drawn)
 : -19%	18	-11	-2%	4	29%	9	-2%	2%	?
CCCCN1CN(S(=O)(=O)c2cccs2)c2nc3ccccc3nc21
 : 3%	1	4	-6%	.	11%	.	-2%	.	?
O=c1c(CN2CCN(c3ccccn3)CC2)coc2ccccc12
 : -12%	-1	-1	0%	-3	4%	-3	0%	1%[46.1 µM]	-5%

Not all compounds are listed; rates above refer to the full screens.
